Abeta yeast res: compounds reversing amyloid beta toxicity in yeast; AID 1347071; yeast expressing A-beta42, growth rescue, OD600, 48 h; response scale: 0% DMSO, 100% iron-clioquinol control; 410,000 compounds, 0.063% hits; Potency, µM (highest dose often 46.1 µM), for inactives: at the top dose growth rescue, usual class: activators; also: potency is read from the fitted curve at half-maximal effect; nearly all actives have a fitted effect of over 55% in size
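Growth rescue measured by 600 nm absorbance after 48 h yeast culture at 30 C with compound. Values normalized between DMSO and an equimolar ferric chloride plus clioquinol control.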
PTHR1 ag: activates the human parathyroid hormone receptor PTHR1. Q03431. HEK293 GP2 PTHR1 cells, GloSensor cAMP luminescence, 1 h. Potency, µM (series often up to 115 µM), without a hit: at the highest dose activation, hits mostly activators. 410,000 compounds, 0.075% hits. AID 743266; also: potency is read from the fitted curve at half-maximal effect; nearly all actives have a fitted effect of over 55% in size; some results filed as inactive show a strong effect at the top dose; inactives centre near -15; many of its hits are not listed in these tables
Target sequence (Q03431 whole entry, looked up): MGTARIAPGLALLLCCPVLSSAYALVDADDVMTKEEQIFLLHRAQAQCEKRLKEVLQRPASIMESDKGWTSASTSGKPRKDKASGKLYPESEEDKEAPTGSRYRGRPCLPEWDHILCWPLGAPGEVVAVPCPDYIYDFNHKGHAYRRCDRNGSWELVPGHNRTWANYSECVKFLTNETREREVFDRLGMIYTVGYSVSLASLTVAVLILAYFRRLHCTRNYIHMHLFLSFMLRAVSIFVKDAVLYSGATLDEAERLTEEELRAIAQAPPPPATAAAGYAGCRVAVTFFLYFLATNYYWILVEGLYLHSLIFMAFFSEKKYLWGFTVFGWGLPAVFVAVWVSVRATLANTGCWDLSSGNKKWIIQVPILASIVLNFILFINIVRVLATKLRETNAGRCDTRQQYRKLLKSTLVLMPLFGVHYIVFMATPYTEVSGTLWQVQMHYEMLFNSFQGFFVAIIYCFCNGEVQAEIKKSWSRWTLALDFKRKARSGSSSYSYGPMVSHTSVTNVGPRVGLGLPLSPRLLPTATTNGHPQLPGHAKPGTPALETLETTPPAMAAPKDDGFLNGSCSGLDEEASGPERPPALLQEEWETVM
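HEK-293-derived GP2 cells expressing PTHR1 and a GloSensor cAMP reporter, 3,000/well, plated overnight, given luciferin plus IBMX (each 0.5 mM as added) for 1 h at 37 °C, then compound for 1 h at 37 °C. Luminescence was read after 15 min at room temperature.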
MmCpn inh: M. maripaludis TRiC chaperonin inhibition; purified Mm-Cpn ATPase, ADP Transcreener TR-FRET; Potency, µM (doses to about 76.9 µM), for inactives: top-dose activity, negative = inhibition, actives largely listed as inhibitors; 330,000 compounds, 0.031% hits; AID 504842; also: potency is read from the fitted curve at half-maximal effect; % is scaled to controls: 0 for no effect and ±100 for the full control effect; nearly all actives have a fitted effect of over 80% in size
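Purified archaeal chaperonin (25 nM final) was preincubated with compound for 10 min at 37°C, then ATP (10 uM final) was added for 30 min at 37°C in Tris pH 7.4/KCl/MgCl2/DTT buffer. ADP was quantified by HTRF Transcreener TR-FRET.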
GLP-1R inv ag: GLP-1 receptor (human) inverse agonism. HEK293 GLP-1R CRE-luciferase, luminescence, 24 h; GLP-1R form is constitutively active. Potency, µM (doses to about 38.3 µM), for the others: at the highest dose activity change, negative = inhibition, most hits filed as inhibitors. 410,000 compounds, 1.6% hits; also: potency is read from the fitted curve at half-maximal effect; % is scaled to controls: 0 for no effect and ±100 for the full control effect; nearly all actives have a fitted effect of over 55% in size
Target sequence (P43220 whole entry, looked up): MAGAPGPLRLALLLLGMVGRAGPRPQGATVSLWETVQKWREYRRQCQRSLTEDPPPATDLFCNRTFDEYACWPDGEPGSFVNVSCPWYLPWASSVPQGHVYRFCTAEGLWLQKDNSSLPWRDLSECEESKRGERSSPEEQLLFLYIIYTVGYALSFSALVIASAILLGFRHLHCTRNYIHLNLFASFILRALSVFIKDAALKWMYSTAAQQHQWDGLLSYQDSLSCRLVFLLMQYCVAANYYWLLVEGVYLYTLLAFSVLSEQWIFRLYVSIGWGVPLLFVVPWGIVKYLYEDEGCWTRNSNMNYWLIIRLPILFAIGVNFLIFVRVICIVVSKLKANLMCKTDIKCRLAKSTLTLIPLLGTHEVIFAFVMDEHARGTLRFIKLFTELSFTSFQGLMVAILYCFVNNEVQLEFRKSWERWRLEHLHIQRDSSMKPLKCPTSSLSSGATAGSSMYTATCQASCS
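Cells are plated, allowed 12 hours at 37 deg C, then treated with compounds for 24 hr before luciferase detection reagent is added and luminescence is read after 12 min at room temperature. The HEK293 line carries constitutively active GLP-1R with a cAMP-responsive reporter.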
Akt phos inh: blocks phosphorylation of Akt; Neuro2A IGF-stimulated pAkt S473 HTRF, 20 min; hits give low values; activity change, % for hits at 50 µM; 360,000 compounds, 0.32% hits; AID 651550; in the data active = activity change below about -80%; inconclusive = mostly about -51% to -80%; also: % is scaled to controls: 0 for no effect and ±100 for the full control effect
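Single-point screen (50 µM final compound) in Neuro2A cells stimulated 20 min with 6 nM IGF at 37 deg C. After lysis, Ser473-phosphorylated Akt read by HTRF (ex 330 nm, em 615/665 nm) as the 665/615 ratio.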
FUS yeast rescue: FUS proteinopathy suppression in yeast | Potency, µM (highest dose often 76.6 µM), without a hit: at the highest dose growth rescue (activation), most hits filed as activators | S. cerevisiae FUS-expressing, growth rescue, OD600, 24 h | 390,000 compounds, 0.24% hits;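 also: potency is read from the fitted curve at half-maximal effect; plate controls were DMSO vehicle for no effect and reference control for full effect; nearly all actives have a fitted effect of over 55% in size; some results filed as inactive show a strong effect at the top dose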
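Read-out: OD at 600 nm after 24hr at 30C, reporting rescue of FUS-induced yeast toxicity. Cells at OD 0.005 in galactose (2%) minimal medium; compounds tested in a dilution series; CP55940 titration from 92uM final as control.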
GLP1R cytotox: cytotoxicity in counter-screen for GLP-1R inverse agonists | HEK293 cAMP-luciferase reporter cells, luminescence, 24 h | Potency, µM (titrated, usually from 38.3 µM), inactives show at the highest dose activity change, negative = inhibition, usual class: inhibitors | 410,000 compounds, 0.13% hits;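 also: loss of luciferase light is scored as toxicity; potency is read from the fitted curve at half-maximal effect; % is scaled to controls: 0 for no effect and ±100 for the full control effect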
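1536-well qHTS counterscreen of the MLSMR; 200 cells/uL, 12 h pre-incubation, 23 nL cpd, 24 h at 37 deg C 5% CO2, luciferase detection reagent, 12 min RT, luminescence. Inhibition = undesired.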
aSyn yeast inh: rescues yeast growth from alpha-synuclein toxicity. Potency, µM (top dose mostly 46.1 µM), for inactives: at the top dose growth rescue (activation), most hits filed as activators. Yeast expressing alpha-synuclein, growth rescue, BacTiter-Glo, 24 h. 370,000 compounds, 0.14% hits; also: potency is read from the fitted curve at half-maximal effect; % of control where 0% means no effect; nearly all actives have a fitted effect of over 65% in size
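Galactose-induced alpha-syn yeast (OD600=0.02, raffinose-pregrown) + pinned cpd, 24 hr, 30 deg C; growth by BacTiter-Glo luminescence. Growth restoration scores as activation.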
TDP-43 yeast inh: inhibitors of TDP-43 toxicity in yeast. TDP-43 expressing yeast growth rescue, BacTiter-Glo, 24 h. Potency, µM (titrated, usually from 46.1 µM), for the others: at the highest dose growth rescue (activation), actives largely listed as activators. 410,000 compounds, 1.8% hits. AID 652104; also: potency is read from the fitted curve at half-maximal effect; % of control where 0% means no effect; nearly all actives have a fitted effect of over 50% in size
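Growth rescue of TDP-43-toxic yeast measured as ATP luminescence (BacTiter-Glo). Cells grown to mid-log in raffinose, induced in galactose at OD600=0.02, exposed to compound 24 hr at 30 deg C.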
* marks the source's active call; other numbers are inactive results; i = inactive; ? = inconclusive; . = not tested or not shown; [ ] = remark or other dose. Unless noted, calls follow the shape of the dose curve; as a rule, active = well fitted curve in the direction sought with a large enough effect; inconclusive = small, poorly fitted or top-dose-only effect, or another doubt; inactive = no such curve, though single readings can be large; an effect the other way counts as inactive or inconclusive. These rows are one share of the data. The share of hits here may be higher or lower than overall.

SMILES	Abeta yeast res	PTHR1 ag	MmCpn inh	GLP-1R inv ag	Akt phos inh	FUS yeast rescue	GLP1R cytotox	aSyn yeast inh	TDP-43 yeast inh
CCCOc1ccc(N2C(=O)CC(N(Cc3ccc(S(N)(=O)=O)cc3)C(=O)CC)C2=O)cc1 (configuration not stated)	-7%	i	1%	14%	i	10%	18%	0%	0%
Cc1nc(SCC(=O)Nc2ccc(OCc3ccccc3)cc2)n[nH]1	-4%	-52%[inhibitor]	0%	7%	i	-43%	-19%	3%	4%
COc1ccc(NC(=O)NS(=O)(=O)c2ccc(C)cc2)cn1	-14%	i	-1%	0%	i	11%	15%	2%	0%
O=C(Cn1c2[n+](c3ccccc31)CC(O)CS2)c1ccccc1 (configuration not stated)	2%	i	3%	-5%	i	2%	-11%	2%	4%[9.22 µM]
Oc1cccc(Nc2ncnc3sc4c(c23)CCCC4)c1	-8%	-2%	.	12%	.	-17%	-9%	0%	0%
COc1cc(/C=C/c2cccc[n+]2C)ccc1OCC(=O)Nc1ccccc1C	-10%	-8%	1%	-2%	i	26%	4%	-7%	-9%
COc1cccc(CNC(=O)Cn2nc(C)c3c(C)n(-c4ccc(C)cc4)nc3c2=O)c1OC	-7%	i	-8%	-31%	i	14%	0%	6%	-1%
Cc1c(NC(=O)CNCc2ccc3c(c2)OCO3)c(=O)n(-c2ccccc2)n1C	-5%	i	1%	-23%	i	-17%	?	2%	-3%
C/C(=N\NC(=S)NCc1ccccc1)c1ccc2ccccc2c1	?	-31%[inhibitor]	-2%	?	i	8%	2.8µM*	3%	1%
CCCCN(C(C)=O)c1c(N)n(CCC)c(=O)n(CC(=O)Nc2cc(Cl)cc(Cl)c2)c1=O	-10%	i	-1%	?	i	5%	-3%	6%	7%
O=C1C2CC=C(Cl)CC2C(=O)N1CCc1c[nH]c2ccccc12 (configuration not stated)	21%	-2%[57.5 µM]	-1%	-33%	i	19%	-14%	0%	-1%
c1cc2c(cnc3cscc32)s1	7%	i	?	8%	i	-26%	4%	0%	15%
CCOC(=O)Cc1csc(NC(=S)NC(=O)c2cc(OC)cc(OC)c2)n1	-2%	i	-4%	17%	i	-19%	2%	-1%	-2%
CC(C)Nc1nc(Nc2ccccc2Cl)c2sccc2n1	-12%	27%	.	?	i	10%	-6%	7%	11%
COc1ccc(S(=O)(=O)n2ccc(C)n2)cc1C	2%	-12%[57.5 µM]	1%	-3%	i	-17%	-12%	-2%	11%
Cc1ccc(NC(=O)c2ccc(S(=O)(=O)NCC3CCCO3)cc2)cc1 (configuration not stated)	4%	-19%	2%	13%	i	10%	-8%	-2%	-16%
C=CCOn1c(=O)c(-c2ccc(OCC)cc2)[n+]([O-])c2ccccc21	-6%	-17%	-8%	54%[activator]	i	-6%	3%	1%	9%
COc1ccccc1N1CCN(C2CCN(C(=O)COc3cccc(C)c3)CC2)CC1	-15%	i	1%	-21%	i	-2%	-2%	-1%	-12%
O=C(CN1C=NS(=O)(=O)c2ccccc21)Nc1ccc(Br)cc1	-13%	i	.	-17%	.	-20%	3%	.	0%[9.22 µM]
COc1ccc(-c2cnc3c(NC=O)cc(-c4cccc(NS(C)(=O)=O)c4)cn23)cc1OC	1%	-4%	.	?	i	?	?	-5%	10%
Cc1ccc(S(=O)(=O)N2CCCC(C(=O)NC3CCCC3)C2)cc1Cl (configuration not stated)	-16%	i	2%	5%	i	-2%	2%	2%	-3%
Nc1c(-c2cccc(Cl)c2)cnn1-c1cccc([N+](=O)[O-])c1	-8%	-29%	0%	?	i	.	-25%	11%	10µM*
CCCCC1CCC(C(=O)N(CC(C)C)c2c(N)n(Cc3ccccc3)c(=O)[nH]c2=O)CC1 (configuration not stated)	-3%	i	-1%	8%	i	3%	4%	-14%	0%
COc1cccc(CNC(=O)c2[nH]c3cc(C)ccc3c2Sc2ccccc2)c1	-9%	-18%	.	6%	.	-18%	2%	.	10%
O=Cc1ccc(Oc2cnccn2)cc1	1%	i	2%	32%[activator]	i	1%	-9%	6%	-10%
Nc1ccc(C(=O)N2CCCC2)cc1	-2%	i	-1%	20%	i	13%	-10%	-1%	-5%
OCCNCCSc1nc(C2CCCCC2)n(-c2ccccc2Cl)n1	-14%	-9%	-2%	?	i	17%	-13%	-2%	-15%
O=C(NC(Cc1c[nH]c2ccccc12)C(=O)NCCCN1CCOCC1)c1cccs1 (configuration not stated)	-8%	?	-2%	18%	i	7%	-2%	-7%	-2%
Cc1ccc(C)c(NC(=O)COC(=O)c2ccc(S(=O)(=O)N3CCCCC3)cc2)c1	-4%	-13%	2%	14%	i	.	-3%	-1%	-19%
O=C(O)COc1ccccc1/C=N/NC(=O)/C(=C\c1ccc2c(c1)OCO2)NC(=O)c1ccccc1	-1%	i	-5%	9%	i	25%	2%	-4%	-21%
Cc1cc(C)c(C)c(S(=O)(=O)N2CCN(C(=O)c3ccccn3)CC2)c1C	1%	-20%	1%	12%	i	14%	-14%	13%	29%
CCN(CC)c1nc(Oc2ccc(C(=O)NN)cc2)nc(Oc2ccc(C(=O)NN)cc2)n1	-14%	-22%	-1%	-2%	i	?	-11%	-10%	-13%
Cc1ccc(NC(=O)c2ccccc2)cc1C	2%	-5%	2%	6%	i	-17%	1%	-1%	-14%
CS(=O)(=O)CCC(C(=O)Nc1cccc(C(F)(F)F)c1)N1Cc2ccccc2C1=O (configuration not stated)	-10%	i	.	-6%	.	21%	21%	.	7%
C/C(=N/NC(=O)CNC(=O)c1cccc(F)c1)c1ccc2c(c1)CCCC2	-10%	i	4%	-21%	i	27%	9%	-7%	-13%
CCOc1ccc(C(=O)NCC(=O)N2CCC3(CC2)NCCc2[nH]cnc23)cc1	1%	i	1%	-3%	i	-25%	7%	-1%	-25%
COc1ccc(C(=O)NC(C)c2nccs2)cc1OC1CCN(C(C)C)CC1 (configuration not stated)	?	i	-4%	12%	i	0%	-16%	-8%	7%
O=C1CC(c2ccc(S(=O)(=O)N3CCCCC3)cc2)CN1 (configuration not stated)	13%	-6%[57.5 µM]	-2%	1%	.	8%	10%	3%	-8%
COC(=O)c1sc2ccc(C)cc2c1C(=O)OC	-19%	9%	.	2%	i	5%	-3%	9%	17%
C[C@]12CCC(=O)C=C1[C@H](O)C[C@@H]1[C@@H]2[C@@H](O)C[C@@]2(C)[C@H]1CC[C@]2(O)C(=O)CO	-23%	-13%	-1%[15.4 µM]	-24%	i	-33%	8%	0%	-6%
COc1ccc(Cl)cc1NCC(=O)Nc1ccc(OC)c(S(=O)(=O)N2CCCCC2)c1	-13%	-48%[inhibitor]	1%	?	i	?	-2%	?	-13%
C=CCN1C(=O)C(CC(=O)Nc2ccccc2)SC1=Nc1c(C)n(C)n(-c2ccccc2)c1=O (configuration not stated)	-2%	-4%[57.5 µM]	0%	-4%	i	?	18%	-2%	-16%
COc1cc(C(=O)NCCOc2cccc3cccnc23)cc(OC)c1OC	10%	i	-2%	6%	i	-7%	-1%	-14%	-11%
COc1ccc(-c2[nH]c(-c3ccc(C)cc3)nc2SCC(=O)Nc2nccs2)cc1	-2%	-12%	?	?	i	.	?	-2%	8%
CSc1cccc(NCc2ccc([N+](=O)[O-])cc2)c1	19%	-19%	?	?	i	-4%	-12%	-5%	6%
Cn1nc(C(C)(C)C)cc1C(=O)Sc1cccc(Br)c1	-52%[inhibitor]	-21%	-2%	-24%	i	2%	-3%	9%	?
CC(C)C(c1nnnn1Cc1ccc(F)cc1)N1CCN(c2ccc(O)cc2)CC1 (configuration not stated)	-7%	i	-4%	?	i	41%	-16%	1%	-3%
COc1cc(CSc2nnnn2-c2ccc(C)cc2)cc(OC)c1OC	-22%	-13%[57.5 µM]	-2%	9%	i	19%	-11%	-4%	-3%
CC(NC(=O)C(c1ccccc1)c1ccccc1)c1ccccc1 (configuration not stated)	13%	-2%	.	?	i	-5%	2%	-2%	13%
COc1cc(S(=O)(=O)N2CCOCC2)ccc1NC(=O)COc1ccc(N(C)S(=O)(=O)c2ccc(C)cc2)cc1	-1%	i	2%	1%	i	?	-5%	-2%	-4%
COc1ccccc1CNC(=O)C1CC(c2ccc([N+](=O)[O-])cc2)=NO1 (configuration not stated)	7%	-41%[inhibitor]	-3%	4%	i	4%	-1%	11%	?
CN(C)S(=O)(=O)c1ccc(Cl)c(NC(=O)CN2CCC(Cc3ccccc3)CC2)c1	-7%	-21%	-1%	?	i	6%	-4%	-1%	-4%
COc1ccc(NC(=O)N(C)C[C@H]2Oc3ccc(NC(=O)NC(C)C)cc3C(=O)N([C@H](C)CO)C[C@@H]2C)cc1	-8%	25%	2%	11%	i	-1%	13%	0%	6%
Cc1ccc(S(=O)(=O)N2CCN(C(=O)COC(=O)c3c(C)cc(C)cc3C)CC2)c(C)c1	24%	-17%	2%	?	i	25%	-20%	1%	?

Taken from above.
`COc1cc(S(=O)(=O)N2CCOCC2)ccc1NC(=O)COc1ccc(N(C)S(=O)(=O)c2ccc(C)cc2)cc1` in TDP-43 yeast inh → -4%
`COc1ccccc1CNC(=O)C1CC(c2ccc([N+](=O)[O-])cc2)=NO1` (configuration not stated) in MmCpn inh → -3%

Compound activity deposited in PubChem by National Center for Advancing Translational Sciences (NCATS).
